# MIN6 prolif = MIN6 beta-cell proliferation induction | MIN6 cells proliferation, ATPlite luminescence, 48 h; cells starved in 0.2% serum; 100% = growth in 10% serum | proliferation, % at 10 µM | 0.29% of 330,000 active | AID 2380;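 active = compounds whose signal lies at least 3.5 SD above the mean of all wells on their plate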;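 note: 0% = DMSO-treated cells in low-serum medium and 100% = 10% serum control; some compounds called inactive have numbers as strong as hits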
# SENP7 inh = blocks the human protease SENP7; Q9BQF6; recombinant SENP7, Z-RLRGG-aminoluciferin luminescence, 40 min; inhibition, % at 5 µM; 1.5% of 330,000 active;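 active = inhibition above about 50% at the single test dose, limit read from the data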;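 note: plate controls were DMSO with enzyme for no effect and no enzyme buffer wells for full effect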
# Target sequence (Q9BQF6 706-1050 limits assumed): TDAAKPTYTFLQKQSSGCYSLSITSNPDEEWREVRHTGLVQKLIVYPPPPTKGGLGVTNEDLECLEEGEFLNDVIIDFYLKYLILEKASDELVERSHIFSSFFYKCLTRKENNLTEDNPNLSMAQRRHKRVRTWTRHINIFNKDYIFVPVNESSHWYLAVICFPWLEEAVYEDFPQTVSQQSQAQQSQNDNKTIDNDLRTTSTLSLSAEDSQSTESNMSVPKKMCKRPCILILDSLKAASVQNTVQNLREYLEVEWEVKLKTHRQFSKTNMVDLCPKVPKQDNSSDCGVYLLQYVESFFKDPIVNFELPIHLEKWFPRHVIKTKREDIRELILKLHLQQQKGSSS
# SENP6 block = SENP6 protease inhibition; inhibition, % at 10 µM; Recombinant SENP6 catalytic domain, aminoluciferin luminescence; 1.8% of 330,000 active; Q9GZR1;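 active = inhibition above about 50% at the single tested dose, limit read from the data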;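 note: plate controls were DMSO wells with enzyme for no effect and DMSO wells lacking enzyme for full effect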
# SENP8 block-1 = SENP8 (human) protease inhibition. AID 602440. recombinant SENP8, Nedd8 substrate fluorescence. Q96LD8. 0.64% of 360,000 active. inhibition, % at 20 µM; in the data active = inhibition mostly above about 40%, no sharp cut-off; inactive = mostly below about 27%
# Target sequence (Q96LD8 whole entry, looked up): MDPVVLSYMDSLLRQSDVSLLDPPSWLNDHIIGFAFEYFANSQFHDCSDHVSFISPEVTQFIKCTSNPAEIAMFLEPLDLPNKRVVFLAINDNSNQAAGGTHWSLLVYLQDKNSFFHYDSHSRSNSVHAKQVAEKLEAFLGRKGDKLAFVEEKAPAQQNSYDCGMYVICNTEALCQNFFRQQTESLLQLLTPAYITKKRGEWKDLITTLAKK
# UBC13 polyUb = human UBC13 polyubiquitination inhibition; P61088; UBC13 polyubiquitin chain formation, TR-FRET; 0.47% of 330,000 active; AID 485273; inhibition, % at 20 µM; in the data active = inhibition above about 45%, passing the limit was not always enough
# Target sequence (P61088 whole entry, looked up): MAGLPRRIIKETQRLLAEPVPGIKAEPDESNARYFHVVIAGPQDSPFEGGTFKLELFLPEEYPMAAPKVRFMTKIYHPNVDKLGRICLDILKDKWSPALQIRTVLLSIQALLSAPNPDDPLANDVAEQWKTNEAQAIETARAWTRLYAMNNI
# PfGluPho inh = PfG6PD (Plasmodium falciparum) enzyme inhibition. PfGluPho enzyme, NADPH resazurin-diaphorase fluorescence. inhibition, % at 20 µM. 0.78% of 350,000 active;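 active = inhibition reaching at least a set limit at 20 µM in the primary screen, cut at about 59% in these data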;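 note: 0% = DMSO wells with substrate and 100% = DMSO wells lacking glucose-6-phosphate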
# SENP1 inh = SENP1 (human) catalytic domain inhibition. Q9P0U3. recombinant SENP1 catalytic domain, CyPet-SUMO1-YPet FRET cleavage. inhibition, % at 10 µM. 0.21% of 360,000 active. AID 624204;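 active = inhibition at least 30% at 10 µM, raw YFP signal under a set limit, fluorescence ratio 0.5 to 1.5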;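 note: 0% = enzyme with DMSO and 100% = no enzyme wells; some results filed as inactive read as strong as hits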
# Target sequence (Q9P0U3 419-644 limits assumed): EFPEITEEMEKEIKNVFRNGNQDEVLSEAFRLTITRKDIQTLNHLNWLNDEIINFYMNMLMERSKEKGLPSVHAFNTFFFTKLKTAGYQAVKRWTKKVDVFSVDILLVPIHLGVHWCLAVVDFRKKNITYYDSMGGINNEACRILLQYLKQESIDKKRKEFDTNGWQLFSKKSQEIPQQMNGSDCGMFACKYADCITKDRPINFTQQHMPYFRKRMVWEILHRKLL
#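 System: Recombinant human SENP1 catalytic domain, His6-tagged | Incubation: Enzyme reaction for 50 min at room temperature, dark | Medium: Tris pH 8 with BME, BSA, NP40 and catalase | Also added: 25 nM SUMO1 FRET substrate | Compound: 10 µM single point, 0.5% DMSO | Measured by: FRET fluorescence in CFP and YFP emission channels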
# HKDC1 inh = blocks human hexokinase HKDC1 activity | Q2TB90 | recombinant HKDC1, G6PDH/diaphorase resazurin coupled fluorescence | inhibition, % at 20 µM | 0.16% of 340,000 active;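 active = inhibition above about 35% when tested at 20 µM, limit read from the data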;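 note: plate controls were DMSO wells with enzyme for no effect and DMSO wells lacking enzyme for full effect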
#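 Assay system – recombinant HKDC1 (HK5) hexokinase enzyme, produced in-house · Input – HKDC1 at 5 µg/mL · Reagent – glucose plus 1 mM ATP as hexokinase substrates · Timing – 90 min reaction incubation at room temperature, dark · Measured by – G6PDH/diaphorase-coupled fluorescence, 1 mM NADP, 100 µM resazurin, 525/613 nm · Benchmarks – DMSO-enzyme wells negative, buffer-substituted wells positive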
# SENP8 block-2 = inhibitors of human SENP8 protease; Q96LD8; purified SENP8, Z-RLRGG-aminoluciferin cleavage, luminescence; inhibition, % at 10 µM; 1.2% of 330,000 active; AID 2540; in the data active = inhibition above about 50%
# Numbers without * were called inactive; · = no result given.
# Each structure is followed by: MIN6 prolif	SENP7 inh	SENP6 block	SENP8 block-1	UBC13 polyUb	PfGluPho inh	SENP1 inh	HKDC1 inh	SENP8 block-2
CSc1cccc(NC(=O)c2ccc(NC3=NC4CS(=O)(=O)CC4S3)cc2)c1 (stereo not drawn)
 : 3	1	-6	18	10	17	-1	-2	10
CC(=O)N1CCC2(CC1)C(C#N)=C(N)Oc1c2sc2nc(C)cc(C)c12
 : 1	14	4	22	4	18	-8	-2	-1
COc1ccc(C2N(c3ccccc3)C(=S)N3CCCN23)cc1 (stereo not drawn)
 : 3	7	-20	6	8	-19	3	17	-1
COc1cccc(NC(=O)CNCc2ccccc2)c1
 : -1	0	15	8	6	10	0	-8	1
COc1cc(C#Cc2c(-c3cncn3C)n(C)c3ccc(-c4ccc(OC)nc4)cc23)cc(OC)c1
 : -7	-6	-2	-477	35	14	0	-3	-13
COC(=O)CNC(=O)COC(=O)C(Cc1ccccc1)NC(=O)c1ccco1 (stereo not drawn)
 : 0	-7	-8	-7	-12	5	2	4	-5
COc1ccc(CCNC(=O)c2cc3ccccc3oc2=O)cc1
 : 0	-1	1	-48	-1	-9	1	-6	-4
CCOC(=O)CC(=O)CSc1nc2ccccc2c(=O)n1-c1ccc(C(=O)NCCOC)cc1
 : 0	3	5	6	8	-10	-1	-1	3
Cc1[nH]n(-c2nc(-c3ccccc3)cc(=O)[nH]2)c(=O)c1CCO
 : 9.6*	-1	9	-2	-14	-20	-1	-7	2
COc1ccc(C)cc1NC(=O)c1ccc2c(=O)n3c(nc2c1)CCCCC3
 : 1	-5	-16	8	4	13	2	0	-7
CCc1nnc(SCC(=O)Nc2ccc3c(c2)OCO3)n1CC
 : -2	-5	-8	7	8	14	2	-7	-3
CCCCSC(=O)Nc1ccccc1
 : -1	71*	80*	25	-1	12	1	0	52*
CCC(C)[C@H](NC(=O)NCc1cccs1)C(=O)O (stereo partly drawn)
 : -3	0	-2	16	-1	-5	1	-9	-9
N#CCOc1ccccc1P(=O)(c1ccccc1)c1ccccc1
 : 0	-5	-17	22	-3	-8	1	2	-4
CCCSc1cc(N2CCOCC2)nc(-c2ccccc2Cl)n1
 : -2	3	-2	11	14	2	1	1	0

# Overlap with the part before: two compounds; new compounds follow.
# Each structure is followed by: MIN6 prolif	SENP7 inh	SENP6 block	SENP8 block-1	UBC13 polyUb	PfGluPho inh	SENP1 inh	HKDC1 inh	SENP8 block-2
N#CCOc1ccccc1P(=O)(c1ccccc1)c1ccccc1
 : 0	-5	-17	22	-3	-8	1	2	-4
CCCSc1cc(N2CCOCC2)nc(-c2ccccc2Cl)n1
 : -2	3	-2	11	14	2	1	1	0
O=C1/C(=C/c2cccnc2)SC(=S)N1c1ccccc1
 : -1	0	0	12	-2	7	0	-3	0
CCCCn1c(N)c(N(CCOC)C(=O)c2cc(-c3ccncc3)nc3ccccc23)c(=O)[nH]c1=O
 : -1	-2	-8	3	1	9	-2	-5	-10
O=C(CSc1nnc(NC(=O)c2ccccc2[N+](=O)[O-])s1)NCC1CCCO1 (stereo not drawn)
 : -1	1	12	2	2	-7	0	6	-2
CNC(=O)N(O)C1N(/N=C/c2ccc(C)cc2)C(=S)SC1(C)C (stereo not drawn)
 : -1	1	2	20	-10	0	6	-1	-4
N=c1c(C(=O)NC2CCCCC2)cc2c(=O)n3ccccc3nc2n1Cc1ccccc1
 : -5	-5	-2	-313	10	11	-24	1	0
C=CCNC(=S)Nc1ccc2cn[nH]c2c1
 : -3	10	-6	7	-5	11	-2	-1	-1
O=C(OCC(=O)N1CCCC1)c1ccco1
 : -4	-7	-23	22	-5	-21	1	-1	-6
Cc1cc(S(=O)(=O)N(Cc2ccc(F)cc2)CC2CCCO2)ccc1-n1cnnn1 (stereo not drawn)
 : -2	11	-8	19	0	6	1	-6	5
O=C(NCC(=O)N(c1ccccc1)C(C(=O)NC1CCCCC1)c1cccnc1)c1cccs1 (stereo not drawn)
 : -2	3	-10	0	8	4	4	-3	5
COc1ccccc1NS(=O)(=O)c1cccc(C(=O)N/N=C(\C)c2ccc(-n3ccnc3)cc2)c1
 : -3	2	-4	6	-2	3	3	2	4
CCOC(=O)c1c(C)[nH]c(C(=O)OCC(=O)Nc2cc(C)nn2-c2ccccc2)c1C
 : -3	18	-11	-25	1	-15	-1	0	-12
O=C(NCCc1ccccc1)C(c1cccs1)N(C(=O)CCl)c1ccc(Cl)cc1 (stereo not drawn)
 : -3	-8	18	3	13	-1	-3	37*	-3
O=C(NCc1cccnc1)c1cccc(S(=O)(=O)Nc2ccc(F)cc2)c1
 : -1	8	-4	11	2	5	0	-5	1
C#Cc1ccc([C@@H]2C=C(C(=O)NC3CC3)O[C@H](OCC)[C@H]2CCCO)cc1
 : -3	-12	-16	-11	11	-1	-2	-7	2
O=C(N=Nc1c(O)[nH]c2ccc(Br)cc12)c1ccccc1-n1cccc1
 : -6	6	3	9	-14	15	2	9	3

# New compounds follow
# Each structure is followed by: MIN6 prolif	SENP7 inh	SENP6 block	SENP8 block-1	UBC13 polyUb	PfGluPho inh	SENP1 inh	HKDC1 inh	SENP8 block-2
CCN(CC)CCCn1c(SCC(=O)NCC2CCCO2)nc2ccccc2c1=O (stereo not drawn)
 : 1	8	-15	-197	4	-29	-1	0	-2
O=C(CSc1nc2ccccc2c(=O)n1CC1CCCO1)NCc1ccc2c(c1)OCO2 (stereo not drawn)
 : 1	0	1	-1	1	14	-2	-8	3
O=C(NCCCn1ccnc1)/C(=C\c1cccs1)NC(=O)c1ccccc1
 : 6.7*	2	4	10	13	3	3	-3	0
CCOc1ccc(CNC2CCCc3ccccc32)cc1 (stereo not drawn)
 : -2	-8	-10	7	4	-12	1	-6	-9
CC(C)CN(C(=O)CSc1nncs1)c1c(N)n(CC(C)C)c(=O)[nH]c1=O
 : -1	1	-19	-15	0	-16	-6	-7	-2
CCN1C(=O)[C@H]2[C@@H](c3ccc(-c4ccccc4)c(OC)c3)N[C@@](Cc3ccccc3)(C(=O)OC)[C@H]2C1=O
 : -6	-4	1	-19	-1	-16	0	-3	-5
CCOc1cc(NS(C)(=O)=O)c(OCC)cc1NC(=O)c1cccs1
 : -4	2	8	5	-3	2	-50	-4	-2
O=C(Cc1ccccc1)Nc1ccccc1CO
 : -1	3	2	14	9	-13	-1	7	-8
CN1CCC(C2(O)c3ccccc3CSc3sccc32)CC1 (stereo not drawn)
 : -3	10	-13	13	-1	8	2	-5	1
COc1cccc(-c2nn(-c3ccccc3)cc2/C=C(/NC(=O)c2ccccc2)C(=O)O)c1
 : 0	-4	1	21	-10	-28	2	3	-3
O=C(Cn1c(CN2CCCCC2)nc2ccccc2c1=O)NCc1ccco1
 : -3	6	-15	-5	0	22	0	-11	4
CC(C)(CNC(=O)c1sc2cc(F)ccc2c1Cl)N1CCOCC1
 : 1	2	23	3	-4	5	0	17	8
COc1ccc(S(=O)(=O)NCC(=O)N(Cc2ccco2)C(C(=O)NC(C)(C)C)C(C)C)cc1 (stereo not drawn)
 : 0	-4	-13	9	0	-9	-1	5	2
Nc1c(C(=O)c2ccc(Br)cc2)oc2ccccc12
 : 0	2	-5	-7	0	9	-45	2	-8
CC(C)NC(=O)COC(=O)c1cc(F)c(F)cc1Cl
 : 0	-3	-13	14	-2	-12	0	-2	-11

# Further structures
# Each structure is followed by: MIN6 prolif	SENP7 inh	SENP6 block	SENP8 block-1	UBC13 polyUb	PfGluPho inh	SENP1 inh	HKDC1 inh	SENP8 block-2
CC(=O)OCC(=O)Nc1ccc(C(C)=O)cc1
 : -2	-5	-13	16	-3	-9	4	-9	7
COc1ccc(C2CC(O)(c3ccccc3)Oc3c(C)ccc(C)c32)cc1 (stereo not drawn)
 : -6	-18	-2	26	-10	11	2	-1	-11
O=C(Cn1ccc([N+](=O)[O-])n1)NCc1ccco1
 : 0	-3	-6	7	-2	-9	-2	-7	-7
CCC(C)NC(=S)NNC(=O)c1ccc(C(C)(C)C)cc1 (stereo not drawn)
 : -1	3	-6	25	-3	-14	-4	0	0
CCOC(=O)Cc1nnc2c(Nc3ccc(C)cc3)nc3nonc3n12
 : 3	-12	-5	-15	-16	9	0	-1	-5
O=C(COc1ccc(Cl)cc1)N1N=C(c2cccs2)CC1c1ccco1 (stereo not drawn)
 : ·	·	·	-421	·	6	-6	-4	·
CCOC(=O)C1CCCN(C/C(O)=C(\C#N)c2nc(-c3ccccc3)cs2)C1 (stereo not drawn)
 : -3	-2	-1	-9	-10	-9	-23	-7	-2
COc1cc(-c2nnc(-c3cccnc3)o2)cc(OC)c1OC
 : 0	4	-20	-252	3	8	0	-7	-9
CCOC(=O)c1cn(Cc2ccc(Cl)cc2Cl)c2cc(C)nn2c1=O
 : -4	-5	-17	-338	12	12	0	2	2
O=C(CNc1ccc(Br)cc1)Nc1ccc(S(=O)(=O)N2CCCC2)cc1
 : -6	-4	-29	-5	0	20	1	1	3
Cc1ccc[n+](CC(=O)c2cc3ccccc3oc2=O)c1
 : -2	5	5	-96	0	-2	-1	1	1

# Among those listed so far, these have an aryl methoxy group.
# Each structure is followed by: MIN6 prolif	SENP7 inh	SENP6 block	SENP8 block-1	UBC13 polyUb	PfGluPho inh	SENP1 inh	HKDC1 inh	SENP8 block-2
COc1ccc(C2N(c3ccccc3)C(=S)N3CCCN23)cc1 (stereo not drawn)
 : 3	7	-20	6	8	-19	3	17	-1
COc1cccc(NC(=O)CNCc2ccccc2)c1
 : -1	0	15	8	6	10	0	-8	1
COc1cc(C#Cc2c(-c3cncn3C)n(C)c3ccc(-c4ccc(OC)nc4)cc23)cc(OC)c1
 : -7	-6	-2	-477	35	14	0	-3	-13
COc1ccc(CCNC(=O)c2cc3ccccc3oc2=O)cc1
 : 0	-1	1	-48	-1	-9	1	-6	-4
COc1ccc(C)cc1NC(=O)c1ccc2c(=O)n3c(nc2c1)CCCCC3
 : 1	-5	-16	8	4	13	2	0	-7
COc1ccccc1NS(=O)(=O)c1cccc(C(=O)N/N=C(\C)c2ccc(-n3ccnc3)cc2)c1
 : -3	2	-4	6	-2	3	3	2	4
CCN1C(=O)[C@H]2[C@@H](c3ccc(-c4ccccc4)c(OC)c3)N[C@@](Cc3ccccc3)(C(=O)OC)[C@H]2C1=O
 : -6	-4	1	-19	-1	-16	0	-3	-5
COc1cccc(-c2nn(-c3ccccc3)cc2/C=C(/NC(=O)c2ccccc2)C(=O)O)c1
 : 0	-4	1	21	-10	-28	2	3	-3
COc1ccc(S(=O)(=O)NCC(=O)N(Cc2ccco2)C(C(=O)NC(C)(C)C)C(C)C)cc1 (stereo not drawn)
 : 0	-4	-13	9	0	-9	-1	5	2
COc1ccc(C2CC(O)(c3ccccc3)Oc3c(C)ccc(C)c32)cc1 (stereo not drawn)
 : -6	-18	-2	26	-10	11	2	-1	-11
COc1cc(-c2nnc(-c3cccnc3)o2)cc(OC)c1OC
 : 0	4	-20	-252	3	8	0	-7	-9

# High-throughput results as filed in PubChem BioAssay.
